Jurkat NFkB inh = lowers PMA/ionomycin-induced NF-kB signal in Jurkat cells; inhibition, % at 4 µM; 330,000 compounds, 0.53% hits; PMA/ionomycin-induced NF-kB luciferase reporter, luminescence; AID 435003
CCR6 antag = CCR6 (human) receptor antagonism; P51684; CHO-K1 CCR6 PathHunter beta-arrestin, luminescence, CCL20-stimulated; inhibition, % at 20 µM; 340,000 compounds, 0.49% hits; AID 493098;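 active = compounds whose inhibition of the agonist-driven luminescence signal at 20 µM reaches about 50%, limit read from the data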;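 also: cells stimulated with CCL20 at 14 nM final; plate controls were DMSO with CCL20 for no effect and DMSO without agonist for full effect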
Target sequence (P51684 whole entry, looked up): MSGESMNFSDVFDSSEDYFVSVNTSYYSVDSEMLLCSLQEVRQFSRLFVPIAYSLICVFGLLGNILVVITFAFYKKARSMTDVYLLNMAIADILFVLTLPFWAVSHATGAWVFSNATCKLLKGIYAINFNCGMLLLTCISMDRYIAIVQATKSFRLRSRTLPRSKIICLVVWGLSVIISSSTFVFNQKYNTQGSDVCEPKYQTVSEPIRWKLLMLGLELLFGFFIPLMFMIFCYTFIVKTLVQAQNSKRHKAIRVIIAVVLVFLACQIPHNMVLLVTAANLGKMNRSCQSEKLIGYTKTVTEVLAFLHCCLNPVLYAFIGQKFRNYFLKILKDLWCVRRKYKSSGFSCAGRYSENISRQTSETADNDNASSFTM
Gli-Sufu antag = blocks Gli-Sufu signaling in a luciferase reporter; Sufu-KO-LIGHT fibroblasts, Gli luciferase reporter luminescence; AID 588413; 340,000 compounds, 0.74% hits; inhibition, % at 5 µM;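 active = inhibition above about 55%, limit read from the data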;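 also: 0% = DMSO-treated cells and 100% = wells with medium but no cells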
UBC13 inh = inhibitors of human UBC13 polyubiquitin chain formation. P61088. TR-FRET. inhibition, % at 20 µM. 330,000 compounds, 0.47% hits. AID 485273; in the data active = inhibition above about 45%, passing the limit was not always enough
Target sequence (P61088 whole entry, looked up): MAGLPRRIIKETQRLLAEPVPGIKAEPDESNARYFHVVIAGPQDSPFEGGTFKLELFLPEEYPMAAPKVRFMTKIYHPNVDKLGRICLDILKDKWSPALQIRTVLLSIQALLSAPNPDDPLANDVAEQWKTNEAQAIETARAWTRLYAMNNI
SENP8 inh = SENP8 protease inhibition; purified SENP8, Z-RLRGG-aminoluciferin cleavage, luminescence; inhibition, % at 10 µM; 330,000 compounds, 1.2% hits; AID 2540
Target sequence (Q96LD8 whole entry, looked up): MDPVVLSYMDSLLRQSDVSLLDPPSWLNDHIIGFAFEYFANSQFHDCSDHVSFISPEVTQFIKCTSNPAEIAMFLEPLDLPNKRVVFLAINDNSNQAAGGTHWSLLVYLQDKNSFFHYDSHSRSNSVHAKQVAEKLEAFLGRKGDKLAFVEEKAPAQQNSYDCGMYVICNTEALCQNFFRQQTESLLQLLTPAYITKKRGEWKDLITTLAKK
697 NFkB inh = lowers PMA/ionomycin-induced NF-kB signal in 697 B cells; 697 B-cell NF-kB luciferase reporter, 16 h; inhibition, % at 4 µM; 330,000 compounds, 0.33% hits; in the data active = inhibition above about 35%
EBI2 antag = EBI2 (human) antagonism. 360,000 compounds, 0.81% hits. inhibition, % at 5 µM. P32249. EBI2 beta-arrestin recruitment, luminescence, 7a,25-OHC stimulated. AID 651636; in the data active = inhibition above about 38%;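 also: enzyme fragment complementation signal reports receptor beta-arrestin coupling in cells; 0% = agonist plus DMSO wells and 100% = wells without agonist; some results beyond the cut were filed as inactive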
Apaf1 inhib = inhibitors of human Apaf-1 apoptosome; O14727; reconstituted apoptosome caspase-3 activity, DEVD-Rh110 fluorescence; inhibition, % at 20 µM; 330,000 compounds, 0.71% hits; AID 489030; active = inhibition of at least 40% at 20 µM;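 also: plate controls were DMSO wells for no effect and DEVD-CHO caspase inhibitor wells for full effect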
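Assay system – apoptosome proteins · Medium – Hepes buffer, pH 7.5 · Also added – cytochrome c with DEVD-Rh110 · Timing – 30 min compound preincubation, 50 min activation, room temperature · Detection – Rh110 fluorescence, excitation 480 nm, emission 540 nm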
Numbers without * were called inactive. Rule as the data show it, unless noted: active = inhibition above about 50%; inactive = the rest. Not all compounds are listed; rates above refer to the full screens.

Screening CCOc1cccc(OCCOc2ccccc2[N+](=O)[O-])c1 returned Jurkat NFkB inh -49, CCR6 antag 19, Gli-Sufu antag -39, UBC13 inh 3, SENP8 inh -13, 697 NFkB inh -27, EBI2 antag -1 and Apaf1 inhib 17.
Screening CC(NC(=O)CSc1nnc(-c2cc3cc(Cl)ccc3o2)n1C)c1ccccc1 (stereo not given) returned Jurkat NFkB inh -10, CCR6 antag 14, Gli-Sufu antag 2, UBC13 inh 6, SENP8 inh -10, 697 NFkB inh -13, EBI2 antag 4 and Apaf1 inhib 25.
`O=C(CSc1nc(=O)n2ccccc2n1)OCc1ccccc1` gave Jurkat NFkB inh -11, CCR6 antag -1, Gli-Sufu antag -5, UBC13 inh -6, SENP8 inh -9, 697 NFkB inh -3, EBI2 antag -8 and Apaf1 inhib 2.
Screening COc1ccc2nc(SCC(=O)Nc3cc(C)on3)c(C#N)cc2c1 returned Jurkat NFkB inh -41, CCR6 antag 2, Gli-Sufu antag -36, UBC13 inh 9, SENP8 inh 9, 697 NFkB inh -2, EBI2 antag 1 and Apaf1 inhib -9.
C[C@@]12CCC3[C@@](CCC4[C@@]3(C)CCC[C@@]4(C)C(=O)NC3CCCCC3)(CC1=O)C2 (stereo not given in full) was read as Jurkat NFkB inh 11, CCR6 antag 12, Gli-Sufu antag -6, UBC13 inh -2, SENP8 inh 2, 697 NFkB inh 8, EBI2 antag 0 and Apaf1 inhib 14.
For CCCCn1c(SCC(=O)Nc2cc(C(F)(F)F)ccc2Cl)nnc1C(CC)N(C)C (stereo not given) the results were Jurkat NFkB inh 8, CCR6 antag 8, Gli-Sufu antag 2, UBC13 inh -9, SENP8 inh -6, 697 NFkB inh -60, EBI2 antag 5 and Apaf1 inhib 20.
For CCC(Sc1nc2c(cnn2-c2ccc(Cl)cc2)c(=O)[nH]1)C(=O)OC (stereo not given) the results were Jurkat NFkB inh 13, CCR6 antag 4, Gli-Sufu antag 4, UBC13 inh -16, SENP8 inh -3, 697 NFkB inh 7, EBI2 antag 0 and Apaf1 inhib 5.
`CC(C(=O)N1CCc2ccccc21)N1CCN(c2cccc(C(F)(F)F)c2)CC1` (stereo not given) gave Jurkat NFkB inh 3, CCR6 antag 30, Gli-Sufu antag -18, UBC13 inh 2, SENP8 inh 0, 697 NFkB inh 14, EBI2 antag 2 and Apaf1 inhib 24.
Screening COc1ccc(OC)c(S(=O)(=O)NCc2ccc(N3CCN(C)CC3)cc2)c1 returned Jurkat NFkB inh -4, CCR6 antag 17, Gli-Sufu antag -2, UBC13 inh 0, SENP8 inh 10, 697 NFkB inh 16, EBI2 antag -2 and Apaf1 inhib 2.
Cc1ccc(NC(=O)CSc2nnc(Cn3cnc4ccccc43)o2)c(C)c1 was read as Jurkat NFkB inh -7, CCR6 antag 8, Gli-Sufu antag 1, UBC13 inh -1, SENP8 inh -1, 697 NFkB inh -3, EBI2 antag -11 and Apaf1 inhib 2.
For CSCCC(NC(=O)C1CCC(C)CC1)C(=O)NCc1ccco1 (stereo not given) the results were Jurkat NFkB inh -16, CCR6 antag -14, Gli-Sufu antag 2, UBC13 inh 3, SENP8 inh 1, 697 NFkB inh 22, EBI2 antag 2 and Apaf1 inhib -4.
Screening CC(C)Oc1cc(S(=O)(=O)N2CCCCC2)ccc1N returned Jurkat NFkB inh -6, CCR6 antag -21, Gli-Sufu antag 1, UBC13 inh 9, SENP8 inh -2, 697 NFkB inh 8, EBI2 antag 0 and Apaf1 inhib 3.
For CCN(CC(=O)Nc1c(F)cccc1F)C(=O)c1nc2nccc(C)n2n1 the results were Jurkat NFkB inh 14, CCR6 antag -3, Gli-Sufu antag -1, UBC13 inh 0, SENP8 inh 5, 697 NFkB inh 23, EBI2 antag -2 and Apaf1 inhib -8.
COc1cccc(CC(NC(C)=O)C(=O)NC2CCN(c3c4c(nc5ncnn35)CCC4)CC2)c1OC (stereo not given) was read as Jurkat NFkB inh 11, UBC13 inh 1, SENP8 inh 4, 697 NFkB inh 11 and Apaf1 inhib -14.
C=C(C)Cn1c(SCC(=O)N/N=C/c2ccccc2)nc2ccccc2c1=O was read as Jurkat NFkB inh -5, CCR6 antag 1, Gli-Sufu antag 2, UBC13 inh -2, SENP8 inh -1, 697 NFkB inh 1, EBI2 antag 1 and Apaf1 inhib 15.

Three compounds drawn at random from the list so far, as already listed:
COc1cccc(CC(NC(C)=O)C(=O)NC2CCN(c3c4c(nc5ncnn35)CCC4)CC2)c1OC (stereo not given) was read as Jurkat NFkB inh 11, UBC13 inh 1, SENP8 inh 4, 697 NFkB inh 11 and Apaf1 inhib -14.
Screening CCOc1cccc(OCCOc2ccccc2[N+](=O)[O-])c1 returned Jurkat NFkB inh -49, CCR6 antag 19, Gli-Sufu antag -39, UBC13 inh 3, SENP8 inh -13, 697 NFkB inh -27, EBI2 antag -1 and Apaf1 inhib 17.
For CSCCC(NC(=O)C1CCC(C)CC1)C(=O)NCc1ccco1 (stereo not given) the results were Jurkat NFkB inh -16, CCR6 antag -14, Gli-Sufu antag 2, UBC13 inh 3, SENP8 inh 1, 697 NFkB inh 22, EBI2 antag 2 and Apaf1 inhib -4.

The results go on.
Screening COc1cccc(NC(=O)CCCn2c(=S)[nH]c3ccccc3c2=O)c1 returned Jurkat NFkB inh 4, CCR6 antag -5, Gli-Sufu antag -1, UBC13 inh -3, SENP8 inh 4, 697 NFkB inh -10, EBI2 antag -1 and Apaf1 inhib 12.
`CCS(=O)(=O)N1CCC(C(=O)Oc2ccccc2Cl)CC1` gave Jurkat NFkB inh -2, CCR6 antag 1, Gli-Sufu antag 2, UBC13 inh -2, SENP8 inh -4, 697 NFkB inh -5, EBI2 antag -5 and Apaf1 inhib 2.
CN(C)c1ccc(/C=C2\C(=N)N3N=C(CC(=O)N4CCCCC4)SC3=NC2=O)cc1 was read as Jurkat NFkB inh 12, CCR6 antag 22, Gli-Sufu antag 7, UBC13 inh -65, SENP8 inh -3, 697 NFkB inh -21, EBI2 antag 1 and Apaf1 inhib 10.
Screening C/C(=N\N=C(N)N)c1ccc(Cl)cc1Cl returned Jurkat NFkB inh 4, CCR6 antag 2, Gli-Sufu antag 11, UBC13 inh 9, SENP8 inh -3, 697 NFkB inh -11, EBI2 antag -17 and Apaf1 inhib 0.
COC(=O)c1ccc(Cn2nnc3c(=O)[nH]c(C4CCCN(S(=O)(=O)c5cccc(Cl)c5)C4)nc32)cc1 (stereo not given) was read as Jurkat NFkB inh 1, CCR6 antag 15, Gli-Sufu antag 3, UBC13 inh -2, SENP8 inh 3, 697 NFkB inh -10, EBI2 antag 10 and Apaf1 inhib 30.
COc1cc(/C=C/C(=O)c2ccc([N+](=O)[O-])o2)ccc1O was read as Jurkat NFkB inh 71*, CCR6 antag 75*, Gli-Sufu antag -3, UBC13 inh -36, SENP8 inh -15, 697 NFkB inh -44, EBI2 antag -24 and Apaf1 inhib 4.
`CCCn1nnc(NC(=O)c2cccc(OCC)c2)n1` gave Jurkat NFkB inh -42, CCR6 antag 4, Gli-Sufu antag -41, UBC13 inh 0, SENP8 inh 2, 697 NFkB inh -52, EBI2 antag -1 and Apaf1 inhib -10.
For Cc1sc2c(c1C)c(=O)n(-c1ccccc1)c(=O)n2CC(=O)NCC1CCCO1 (stereo not given) the results were Jurkat NFkB inh 3, CCR6 antag 12, Gli-Sufu antag -2, UBC13 inh 12, SENP8 inh -4, 697 NFkB inh 23, EBI2 antag -8 and Apaf1 inhib -21.
`C=CCC[C@H](Cc1ccc(F)cc1)C(=O)OC[C@H](C)NC(=O)[C@@H](CC=C)CC(=O)N[C@H](CO)Cc1ccccc1` gave Jurkat NFkB inh -5, CCR6 antag 4, Gli-Sufu antag 10, UBC13 inh 13, SENP8 inh 3, 697 NFkB inh 12, EBI2 antag 3 and Apaf1 inhib 22.
For Cc1cc(C(=O)NNC(=O)Nc2ccc(Cl)cc2)no1 the results were Jurkat NFkB inh 5, CCR6 antag 6, Gli-Sufu antag 4, UBC13 inh -2, SENP8 inh -10, 697 NFkB inh 11, EBI2 antag -2 and Apaf1 inhib 1.
For CC(NC(=O)c1cccc(N2CCCC2=O)c1)c1ccc2c(c1)OCCO2 (stereo not given) the results were Jurkat NFkB inh -6, CCR6 antag -2, Gli-Sufu antag -27, UBC13 inh 12, SENP8 inh -1, 697 NFkB inh 7, EBI2 antag -5 and Apaf1 inhib 3.
Cc1c(Cl)c([N+](=O)[O-])nn1CC(=O)Nc1ccc2c(c1)OCO2 was read as Jurkat NFkB inh -5, CCR6 antag 17, Gli-Sufu antag -19, UBC13 inh -9, SENP8 inh -9, 697 NFkB inh -18, EBI2 antag -8 and Apaf1 inhib -4.
`O=C(NCC(c1ccc(F)cc1)N1CCOCC1)c1cccnc1Sc1ccc(Cl)cc1` (stereo not given) gave Jurkat NFkB inh 9, CCR6 antag 4, Gli-Sufu antag 8, UBC13 inh 5, SENP8 inh 6, 697 NFkB inh 17, EBI2 antag 2 and Apaf1 inhib 12.
For CCOc1ccc2[nH]c(=O)c(CN(CCO)C(=O)CC)cc2c1 the results were Jurkat NFkB inh -9, CCR6 antag -21, Gli-Sufu antag -8, UBC13 inh -5, SENP8 inh 4, 697 NFkB inh 5, EBI2 antag -1 and Apaf1 inhib 3.
For CCC(C(=O)OC)n1cnc2c(cnn2-c2ccc(Cl)cc2)c1=O (stereo not given) the results were Jurkat NFkB inh 11, CCR6 antag -32, Gli-Sufu antag 2, UBC13 inh 0, SENP8 inh 2, 697 NFkB inh 7, EBI2 antag -1 and Apaf1 inhib 13.
Screening COc1ccc(OC)c(C(=O)NC(CC(N)=O)c2ccc(N3CCCCCC3)c([N+](=O)[O-])c2)c1 (stereo not given) returned Jurkat NFkB inh -8, CCR6 antag 15, Gli-Sufu antag -8, UBC13 inh -10, SENP8 inh -6, 697 NFkB inh 11, EBI2 antag -23 and Apaf1 inhib 1.
`Cc1[nH]nc2c1C(c1ccccc1F)NC2=O` (stereo not given) gave Jurkat NFkB inh -9, CCR6 antag 16, Gli-Sufu antag 6, UBC13 inh 0, SENP8 inh -7, 697 NFkB inh 9, EBI2 antag -8 and Apaf1 inhib -2.
Cc1cc(C)cc(N(CCC#N)C(=O)COC(=O)C2CCN(c3ccc(C(F)(F)F)cn3)CC2)c1 was read as Jurkat NFkB inh 7, CCR6 antag 18, Gli-Sufu antag 0, UBC13 inh -5, SENP8 inh 0, 697 NFkB inh -8, EBI2 antag 11 and Apaf1 inhib 29.
COc1ccc(OC)c(NC(=O)Nc2cc(C(=O)O)ccc2C)c1 was read as Jurkat NFkB inh -6, CCR6 antag 12, Gli-Sufu antag 3, UBC13 inh -9, SENP8 inh -13, 697 NFkB inh 0, EBI2 antag 5 and Apaf1 inhib 15.
For CCc1nnc(NC(=O)CSc2nnc3scc(-c4ccc(C)cc4)n23)s1 the results were Jurkat NFkB inh -14, CCR6 antag -1, Gli-Sufu antag -4, UBC13 inh -5, SENP8 inh -5, 697 NFkB inh 0, EBI2 antag 2 and Apaf1 inhib 9.

Gathered by group: those above with a cyano group
Screening COc1ccc2nc(SCC(=O)Nc3cc(C)on3)c(C#N)cc2c1 returned Jurkat NFkB inh -41, CCR6 antag 2, Gli-Sufu antag -36, UBC13 inh 9, SENP8 inh 9, 697 NFkB inh -2, EBI2 antag 1 and Apaf1 inhib -9.
Cc1cc(C)cc(N(CCC#N)C(=O)COC(=O)C2CCN(c3ccc(C(F)(F)F)cn3)CC2)c1 was read as Jurkat NFkB inh 7, CCR6 antag 18, Gli-Sufu antag 0, UBC13 inh -5, SENP8 inh 0, 697 NFkB inh -8, EBI2 antag 11 and Apaf1 inhib 29.
